Source: PubChem (several laboratories)
DAX1 inh-1: DAX1 (NR0B1) inhibitors, primary screen, cell-based, HEK293, Gal4-DAX1, luciferase luminescence. Nuclear receptor subfamily 0 group B member 1 (Homo sapiens), P51843. HEK293 Gal4-DAX1 luciferase reporter. inhibition, % at 6.75 µM. 340,000 tested, 0.99% active. AID 504766, 2011;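 active = inhibition above the mean over all tested compounds plus 3 SD, cut at about 4.2% in these data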;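 note: 0% = DAX1-transfected cells with DMSO and 100% = empty-vector control cells with DMSO; inhibition shows as a rise in luminescence from relieved DAX1 repression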
hcDAF12 agonist: H. contortus DAF-12 nuclear receptor activators, primary screen, cell-based, luminescence, HEK293, lit1-tk-luc reporter | HEK293 hcDAF-12 lit1-tk-luc reporter; 0% DMSO, 100% Δ7-dafachronic acid | activation, % at 6.8 µM | 370,000 tested, 1.4% active | AID 652067, 2013;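 active = activation above the mean of all tested compounds plus 3 SD, cut at about 5.5% in these data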;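 note: 100% = response to 3 µM Δ7-dafachronic acid high control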
DAX1 inh-2: DAX1 (NR0B1) inhibitors on StAR promoter, primary screen, cell-based, luminescence, SF-1 (NR5A1), full-length DAX-1; 370,000 tested, 1.1% active; HEK293T StAR-luciferase reporter, SF-1/DAX-1 repression relief; inhibition, % at 6.8 µM; AID 652010, 2013;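 active = inhibition above the mean over all tested compounds plus 3 SD, cut at about 3.6% in these data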;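 note: 0% = DAX-1 cells with DMSO and 100% = cells lacking DAX-1 with DMSO; higher inhibition means more luminescence from relief of DAX-1 repression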
ssDAF12 agonist: S. stercoralis DAF-12 nuclear receptor activators, primary screen, cell-based, luminescence, HEK293, GRIP1 co-expression, lit1-tk-luc; Nuclear hormone receptor DAF-12 (Strongyloides stercoralis); HEK293 ssDAF-12/GRIP1 lit1-tk-luc reporter; % of 3 µM dafachronic acid response; activation, % at 6.8 µM; 370,000 tested, 1% active; AID 652126, 2013;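 active = activation above the mean over all tested compounds plus 3 SD, cut at about 0.9% in these data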;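 note: 0% = DMSO-only wells and 100% = 3 µM delta7-dafachronic acid wells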
NPR1 activator: GC-A stimulated cGMP production enhancers – HEK293 GC-A cells, cGMP TR-FRET, EC30 ANP, primary screen; Atrial natriuretic peptide receptor 1 (Homo sapiens), P16066; 0% at EC30 ANP, 100% saturating ANP; activation, % at 10 µM; 370,000 tested, 0.14% active; AID 1671463, 2021; in the data active = activation above about 40%
Target sequence (P16066 whole entry, looked up): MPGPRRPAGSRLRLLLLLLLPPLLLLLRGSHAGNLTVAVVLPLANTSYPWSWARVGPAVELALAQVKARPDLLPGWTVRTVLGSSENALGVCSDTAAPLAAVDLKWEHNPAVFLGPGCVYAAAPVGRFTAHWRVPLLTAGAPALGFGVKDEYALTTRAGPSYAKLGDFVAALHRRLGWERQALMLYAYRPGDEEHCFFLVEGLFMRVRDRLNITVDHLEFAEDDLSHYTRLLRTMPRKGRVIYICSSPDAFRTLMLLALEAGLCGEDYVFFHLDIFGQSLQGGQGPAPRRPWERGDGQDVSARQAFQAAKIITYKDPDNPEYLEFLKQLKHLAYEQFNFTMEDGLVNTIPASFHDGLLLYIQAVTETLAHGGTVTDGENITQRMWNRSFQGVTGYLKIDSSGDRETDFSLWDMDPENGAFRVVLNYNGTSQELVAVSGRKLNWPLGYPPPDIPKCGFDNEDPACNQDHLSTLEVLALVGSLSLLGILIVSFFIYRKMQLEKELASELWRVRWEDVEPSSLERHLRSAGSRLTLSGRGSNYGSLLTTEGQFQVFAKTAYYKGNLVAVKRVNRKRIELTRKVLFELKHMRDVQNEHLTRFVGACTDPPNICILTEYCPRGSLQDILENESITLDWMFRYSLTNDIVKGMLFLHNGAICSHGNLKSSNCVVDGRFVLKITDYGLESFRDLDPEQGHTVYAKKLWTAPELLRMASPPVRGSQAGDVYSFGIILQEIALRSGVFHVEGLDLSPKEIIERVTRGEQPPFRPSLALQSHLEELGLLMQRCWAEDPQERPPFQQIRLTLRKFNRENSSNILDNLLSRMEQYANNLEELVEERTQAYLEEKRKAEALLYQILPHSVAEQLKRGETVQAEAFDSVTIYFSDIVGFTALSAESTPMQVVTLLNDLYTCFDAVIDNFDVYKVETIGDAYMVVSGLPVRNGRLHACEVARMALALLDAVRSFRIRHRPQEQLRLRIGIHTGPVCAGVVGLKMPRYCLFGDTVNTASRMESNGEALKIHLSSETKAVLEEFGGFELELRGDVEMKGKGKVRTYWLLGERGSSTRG
hgDAF12 agonist: H. glycines DAF-12 receptor agonists, primary screen, cell-based, luminescence, HEK293, GAL4 fusion, UAS-luciferase; Nuclear hormone receptor DAF-12 (Heterodera glycines), GAL4 fusion; HEK293 GAL4-hgDAF12 UAS-luciferase reporter, agonist luminescence; normalized to butyrate control; activation, % at 6.8 µM; 370,000 tested, 1.8% active; AID 687014, 2013;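 active = activation above a cutoff set at the mean of all screened compounds plus 3 SD, cut at about 10% in these data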;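 note: 0% = DMSO wells and 100% = sodium butyrate wells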
HGIII-sPLA2 inh: human group III sPLA2 inhibitors, primary screen, biochemical, QFRET, BODIPY PC-A2 liposome substrate; 370,000 tested, 0.56% active; QFRET BODIPY PC-A2 liposome hydrolysis, fluorescence; AID 743126, 2013; inhibition, % at 12.2 µM; Group 3 secretory phospholipase A2 (Homo sapiens), Q9NZ20;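 active = inhibition above mean plus 3 SD of compounds lying within the high and low control bounds, cut at about 19% in these data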;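 note: 0% = median of test compound wells and 100% = no enzyme DMSO wells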
SMARCA2 act: SMARCA2 (BRM) function activators, primary screen, cell-based, luminescence, high throughput; MG213 cells, MMTV-luciferase reporter, dexamethasone, overnight; 370,000 tested, 1% active; activation, % at 9.1 µM; in the data active = activation above about 7.8%;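 note: 0% = vehicle wells and 100% = reference activator wells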
GAA850 FXN act: FXN promoter activators, primary screen, cell-based, luciferase luminescence, HEK293 lucGAA850; activation, % at 6 µM; HEK293 lucGAA850 FXN promoter luciferase reporter, 24 h; percent of 10 µM SAHA response; 360,000 tested, 0.56% active; AID 540364, 2011;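 active = activation above the average of all compounds screened plus 3 SD, cutoff fixed separately per campaign, cut at about 7.5% in these data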;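 note: 0% = DMSO wells and 100% = 10 µM SAHA wells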
ADAM10 inh: human ADAM10 inhibitors, primary screen, biochemical, QFRET, HTS; Disintegrin and metalloproteinase domain-containing protein 10 (Homo sapiens), O14672; recombinant ADAM10, EDANS/DABCYL FRET peptide cleavage, 3 h; inhibition, % at 7 µM; 370,000 tested, 0.62% active; AID 720582, 2013;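 active = inhibition above a per-campaign cutoff equal to the mean of compounds falling between control-based bounds plus 3 SD, cut at about 20% in these data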;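 note: 0% = DMSO wells while the 100% control is not disclosed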
NPR2 activator: human GC-B receptor activators, primary screen, HEK293 GC-B cells, cGMP TR-FRET, EC30 CNP | Atrial natriuretic peptide receptor 2 (Homo sapiens), P20594 | 0% at EC30 CNP, 100% saturating CNP | activation, % at 10 µM | 370,000 tested, 0.11% active;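 active = activation at 10 µM reaching about 35% in either raw or pattern-adjusted values, limit read from the data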
* = called active by the depositor; x = no result given.

SMILES	DAX1 inh-1	hcDAF12 agonist	DAX1 inh-2	ssDAF12 agonist	NPR1 activator	hgDAF12 agonist	HGIII-sPLA2 inh	SMARCA2 act	GAA850 FXN act	ADAM10 inh	NPR2 activator
COc1ccccc1/C=C/C=N/n1c(-c2ccco2)n[nH]c1=S	-0.9	-0.7	-0.2	-1.1	3	1.2	7	0	1.8	-13	-8
CC(NC(=O)Cc1ccc(-c2ccccc2)cc1)c1ccccc1 (stereo not given)	-1.2	-1.4	-0.3	-1.3	3	-2.6	-13	1	1.6	2	0
O=C([C@@H]1CCCN1C(=O)c1cccs1)N1CCN(S(=O)(=O)c2cccc(F)c2)CC1	0.2	-1.8	-0.5	-0.8	2	1.3	-5	0	1.9	-7	2
Cn1cc(/C=C2\SC(=S)N(NC(=O)c3ccccc3Cl)C2=O)c2ccccc21	-2.3	0.4	-0.3	-0.4	2	0.3	-19	-1	2.5	12	-8
CC1=NN(C(N)=S)C(=O)C1N=Nc1ccc(Br)cc1 (stereo not given)	2.5	9.8*	1.8	0.0	1	5.3	10	4	4.7	17	-2
CCOc1cccc(CNCc2ccc(C(=O)O)cc2)c1	1.8	1.0	-0.5	-1.6	1	2.3	-2	-2	1.0	-6	-2
O=C(Cc1cccc(NC(=O)C2CCCN(C(=O)C3CCCCC3)C2)c1)Nc1cccc(C(=O)N2CCCC2)c1 (stereo not given)	0.0	-1.4	0.2	-1.9	-1	-0.3	-8	1	1.1	-7	-1
Cc1ccc(C)c(-n2cc(CNCCc3cnccn3)c(-c3ccccc3)n2)c1	-0.2	-0.2	-0.3	-1.6	-4	-1.8	-5	-2	0.2	2	-1
Cc1nc2ccc(NC(=O)Cc3ccsc3)cc2s1	0.9	5.8*	1.7	1.3*	2	5.9	-3	3	5.5	16	2
CC(C)(C)c1ccc(-c2nc(C#N)c(NCCCn3ccnc3)o2)cc1	-1.1	-2.0	-0.4	-1.6	0	-0.8	-27	5	-0.4	-361	3
CCOC(=O)C1(CCOC)CCN(C(=O)Cc2ccsc2)CC1	1.6	1.3	-0.2	-1.2	-2	0.1	3	-1	0.9	3	4
Cc1ccc(S(=O)(=O)N(CC(=O)c2ccccc2)C(=O)N2CCN(C)CC2)cc1	-1.1	-0.1	0.1	-1.0	1	-0.8	8	-3	-0.2	-8	3

5 of the compounds above, in markdown.
| molecule | DAX1 inh-1 | hcDAF12 agonist | DAX1 inh-2 | ssDAF12 agonist | NPR1 activator | hgDAF12 agonist | HGIII-sPLA2 inh | SMARCA2 act | GAA850 FXN act | ADAM10 inh | NPR2 activator |
| --- | --- | --- | --- | --- | --- | --- | --- | --- | --- | --- | --- |
| O=C(Cc1cccc(NC(=O)C2CCCN(C(=O)C3CCCCC3)C2)c1)Nc1cccc(C(=O)N2CCCC2)c1 (stereo not given) | 0.0 | -1.4 | 0.2 | -1.9 | -1 | -0.3 | -8 | 1 | 1.1 | -7 | -1 |
| Cc1ccc(C)c(-n2cc(CNCCc3cnccn3)c(-c3ccccc3)n2)c1 | -0.2 | -0.2 | -0.3 | -1.6 | -4 | -1.8 | -5 | -2 | 0.2 | 2 | -1 |
| Cc1nc2ccc(NC(=O)Cc3ccsc3)cc2s1 | 0.9 | 5.8* | 1.7 | 1.3* | 2 | 5.9 | -3 | 3 | 5.5 | 16 | 2 |
| CC(C)(C)c1ccc(-c2nc(C#N)c(NCCCn3ccnc3)o2)cc1 | -1.1 | -2.0 | -0.4 | -1.6 | 0 | -0.8 | -27 | 5 | -0.4 | -361 | 3 |
| CCOC(=O)C1(CCOC)CCN(C(=O)Cc2ccsc2)CC1 | 1.6 | 1.3 | -0.2 | -1.2 | -2 | 0.1 | 3 | -1 | 0.9 | 3 | 4 |

The list continues:
SMILES	DAX1 inh-1	hcDAF12 agonist	DAX1 inh-2	ssDAF12 agonist	NPR1 activator	hgDAF12 agonist	HGIII-sPLA2 inh	SMARCA2 act	GAA850 FXN act	ADAM10 inh	NPR2 activator
CC1CCN(S(=O)(=O)c2ccc3[nH]c(=O)c(=O)[nH]c3c2)CC1	0.8	-1.2	0.1	-0.4	5	1.6	-11	3	-0.2	-39	2
C/C(=N\NS(=O)(=O)c1c(C)cc(C)cc1C)c1ccncc1	-0.6	2.2	-3.0	-0.8	2	1.2	3	-2	-0.2	-9	0
O=C(CSc1ccccc1)N[C@@H](Cc1ccccc1)C(=O)O	0.4	-2.1	0.5	-1.1	-2	-1.8	10	-2	0.9	-5	2
CCN(C(=O)CSc1nc(N)cc(N)n1)C1CCS(=O)(=O)C1 (stereo not given)	-0.2	-1.5	-0.4	-1.1	6	-0.4	-3	0	-1.0	-11	3
COc1ccc(NC(=O)CSc2nnc3ccc(-c4ccccn4)nn23)cc1	-1.1	-0.8	0.6	-1.2	0	-1.3	1	0	1.3	-8	-3
O=C1CC(=O)N(Cc2ccco2)C(=O)N1	0.9	-1.5	0.4	-0.4	-3	-3.0	-6	-2	3.1	-6	4
CCOC(=O)C1C(c2ccc(O)c(OC)c2)NC(=S)NC1(O)C(F)(F)F (stereo not given)	-1.1	-1.0	0.3	-0.7	3	0.1	12	-1	-1.8	-6	4
CC(C)c1ccc(-c2nnn(CCC#N)n2)cc1	1.3	0.0	0.5	-1.3	-6	7.6	-5	2	2.9	0	1
O=C(c1cccnc1)N1CCN(S(=O)(=O)c2ccc(S(=O)(=O)N3CCCC3)cc2)CC1	-0.7	-0.3	0.0	-1.5	4	-2.2	4	-1	-0.3	0	2
COc1ccc(Cl)cc1S(=O)(=O)N1CCN(c2ccc(F)cc2)CC1	0.8	-1.6	-0.5	-0.9	-2	-0.3	-10	-3	-1.2	7	0
O=C1OC(C(=O)Nc2nccs2)Cc2ccccc21 (stereo not given)	1.6	0.6	-0.1	-0.6	1	-0.5	4	0	0.0	6	4
COc1ccc(N2CCN(C(=O)c3ccc(OCC4CCCO4)cc3)CC2)cc1 (stereo not given)	0.3	-0.6	-1.2	-1.1	1	2.9	-1	0	-1.1	-4	1
Cc1cc(C(=O)NC(C)c2ccccc2)c2cc(F)ccc2n1 (stereo not given)	0.3	0.6	-0.4	-1.3	-2	3.2	-4	-2	0.2	-12	-2
Cc1ccccc1NC(=O)C(=O)c1cn(C)c2ccccc12	0.9	0.7	2.9	-0.3	-3	1.3	1	3	4.7	2	-3
O=C(NCc1cccs1)C1CC(=O)N(c2ccc(F)cc2)C1 (stereo not given)	1.1	2.0	-0.2	-1.5	1	1.7	2	-3	1.8	-1	-3
O=C(Nc1ccc(O)cc1)c1ccc(NC(=O)C2CCCO2)cc1 (stereo not given)	0.0	4.4	-0.8	-1.6	0	1.6	4	1	-0.1	1	0
CC(C)NC(=S)N/N=C/c1ccccc1[N+](=O)[O-]	1.9	-0.8	-0.5	-0.1	5	6.0	-2	-1	1.9	0	3
CCCc1nc2sc3c(c2c(=O)[nH]1)CCCC3	-1.4	-0.6	-0.2	-1.8	1	-1.4	-1	0	-1.5	-6	-2
CCN(CC)c1ccc(CNc2nc3ccccc3n2C(C)C)cc1	1.1	-1.2	-0.3	-1.2	-1	0.1	6	-4	0.2	-7	-1
COC(=O)[C@@]1(Cc2ccc(F)cc2)[C@H]2c3cc(C(=O)N4CCCC4)n(CC4CC4)c3C[C@H]2CN1C(=O)c1ccccc1	x	-2.0	-1.9	-0.8	-4	0.7	0	-2	x	-25	-7
Cc1cc(C)n2nc(SC3CCCCN(C(=O)c4ccc(F)cc4)C3=O)nc2n1 (stereo not given)	0.9	-0.9	0.3	-1.0	0	-0.5	7	5	0.9	1	2
COc1cc(OC)c(S(=O)(=O)N2CCOCC2)cc1S(=O)(=O)N1CCOCC1	1.4	-0.5	-1.5	-1.6	2	2.1	5	2	0.9	-12	-1
CCCN1C(=O)/C(=C/c2nc3ccccc3c(=O)[nH]2)c2cc(C)ccc21	0.4	0.5	0.2	0.2	-23	-0.5	11	-3	2.2	1	-11
CCOc1ccc(NS(=O)(=O)c2ccc(C(=O)N(C)CCc3ccc(OC)c(OC)c3)cc2)cc1	1.0	-3.5	-3.6	-1.4	-4	-3.8	-17	-2	9.7*	0	1
C=C(C)Cn1c(SCC)nc2ccccc2c1=O	-1.5	0.3	0.2	-1.0	1	1.3	3	2	1.3	2	0
COc1ccccc1CNC(=O)C1CC2Cn3c(nc4cc(C)c(C)cc43)C2N1C (stereo not given)	0.4	-1.3	0.1	-1.4	-1	-1.1	-2	1	2.0	6	2
COC(=O)c1c(NC(=O)COC(=O)CCc2ccc(S(=O)(=O)N3CCOCC3)cc2)sc2c1CCC2	0.9	1.3	-0.2	-1.3	-2	1.1	13	-5	2.8	-2	-3
CCOC(=O)c1cnn(-c2cc(Oc3cccc(C)c3)ncn2)c1N	1.1	-1.7	0.4	-1.4	-1	-1.0	3	1	-1.3	-3	-4
Cc1cccc(NC(=O)NCC(c2ccco2)N2CCCCC2)c1 (stereo not given)	0.6	1.0	0.9	-1.5	4	1.8	-6	0	-0.6	-8	-3
Cc1nn(Cc2ccccc2)c(C)c1NC(=O)c1cc(-c2ccc3c(c2)OCO3)on1	0.2	-1.4	-0.2	-0.7	11	2.2	6	4	-1.8	4	4
Cc1cccc(C)c1OCC(=O)Nn1c(C)nc2ccccc2c1=O	2.2	-1.9	-0.1	-1.6	-1	-1.2	5	-3	0.0	-1	2
COc1ccc2[nH]c3c(c2c1)CCN1C(=O)C(CC(=O)NCCN2CCOCC2)C[C@H](C(=O)N2CCOCC2)[C@@]31CCC1CCCC1 (stereo not given in full)	-0.7	-0.6	-1.9	-0.5	2	-3.5	4	-2	1.4	-5	0
CC(=O)Nc1ccc(SC(C)C(=O)NC2CCCC2)cc1 (stereo not given)	-0.5	-0.9	-0.1	-0.7	3	-0.2	6	-1	0.2	5	9
Cc1ccc(S(=O)(=O)N2[C@H](CC(=O)c3cccs3)OC[C@@H]2C(C)C)cc1	x	1.5	0.1	-1.0	4	0.1	5	-4	x	-2	14
CCOc1ccc(CCNC(=O)CCn2nc(C)c3c(C)n(-c4ccccc4)nc3c2=O)cc1	-0.6	-1.3	0.1	-1.0	-7	-0.6	0	-2	0.4	-5	-5
CSc1ccc(CN2CCC(C)(Oc3cccc(C#N)c3)C2)cc1 (stereo not given)	x	-0.8	-1.5	-1.0	0	-3.2	-10	-1	-0.6	-3	0
